TTR transcr act = TTR transcription activation, primary screen. activation, % at 16.7 µM. actives 1.3% (n = 92,000). SH-SY5Y TTR promoter Gaussia luciferase, luminescence; 100% = recombinant luciferase protein wells. AID 1117267;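 active = activation above the mean of all tested compounds plus 3 SD, cut at about 9.5% in these data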;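 also: cells exposed to compounds for one day before reading; 0% = median of all test compound wells on the plate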
Numbers without * were called inactive. An excerpt; the hit share may differ from the screen's.

| TTR transcr act | mol |
| --- | --- |
| -0.2 | CCSc1nc2ccccc2n1CC(N)=O |
| 5.3 | CC(=O)c1cccc(NC(=O)N2CCCC2C(=O)NCc2ccc(C)cc2)c1 (stereo not drawn) |
| -0.3 | C/C(CC(=O)NC1CCCCC1)=N\NC(=O)COc1ccc(C)cc1Br |
| -0.1 | COc1cccc(NC(=O)CSc2nc3ccccc3c(=O)n2CCCC(=O)NCC2CCCO2)c1 (stereo not drawn) |
| -0.9 | C/C(CC(=O)N1CCN(C=O)CC1)=N\NC(=O)c1ccc(Cl)cc1 |
| -0.8 | O=[N+]([O-])c1ccc(-c2cn(-c3ccccc3F)c(=S)[nH]2)cc1 |
| 2.1 | O=C(CN1C(=O)COc2ccccc21)N1CCN(C2CCCCC2)CC1 |
| -1.1 | Cc1ccc(S(=O)(=O)N/N=C\c2cc3c(cc2[N+](=O)[O-])OCO3)cc1 |
| -0.8 | COc1ccc(CCNC(=O)CSc2nnc(-c3cccc(F)c3)o2)cc1OC |
| -1.7 | Cc1ccc2c(c1)=N/C(=N\c1[nH]c(O)c3ccccc13)N=2 |
| 0.0 | Cn1cccc1Cc1nnc(SCC(=O)N2CCN(c3ccccc3)CC2)n1-c1ccc(F)cc1 |
| -2.8 | COc1ccc(OC)c(/C=C/C(=O)OCC(=O)NCc2ccco2)c1 |
| -2.0 | CC(C)(C)c1ccc(C(=O)Nc2cc(Cl)c(F)cc2C(=O)O)cc1 |
| 6.8 | Clc1ccc(OCCn2cnc(Cl)c2Cl)cc1 |
| 0.6 | O=C(NC1CCCCC1)N1CCCC(c2nc3ccccc3[nH]2)C1 (stereo not drawn) |
| 1.4 | C/C(N)=C(/C#N)C(=O)CSc1n[nH]c(-c2cccs2)n1 |
| -1.7 | O=C(Nc1cccc(Br)c1)C1CCCC1 |
| -0.8 | CC(C)(C)c1ccc(OCCC(=O)NCCc2ccc(S(N)(=O)=O)cc2)cc1 |
| 0.3 | COCCNC(=O)C(=O)c1c(-c2ccccc2)[nH]c2ccccc12 |
| 7.3 | CC(=O)Nc1sc2c(c1-c1nc3ccccc3s1)CCCNC2 |
| -1.7 | CCCNC(=O)c1cc2c(c(-c3cccc(-c4ccc(F)cc4)c3)n1)[C@@H](CCO)N(S(=O)C(C)(C)C)C2 (stereo partly drawn) |
| 1.7 | CCOC(=O)[C@]12CCC=C1N(Cc1cccc3ccccc13)C(=O)[C@H](CC(=O)NCc1ccc(C)o1)C2 |
| -1.8 | CC1Cc2ccccc2N1C(=O)COc1ccc2c(c1)OCO2 (stereo not drawn) |
| 0.2 | Cc1ccc(NC(=O)NCc2ccc3c(c2)OCO3)c(C)c1 |
| 2.0 | O=C(Nc1cccnc1)c1cnc2ccccc2n1 |
| 1.5 | N#CCc1c(C#N)c(N)nc(N2CCN(c3ccc(F)cc3)CC2)c1C#N |
| 1.0 | CCOc1ccc(CCNC(=O)CN2C(=O)NC3(CCCCCC3)C2=O)cc1OCC |
| -0.5 | Cc1cc(OCc2cc(C(=O)N(Cc3nccn3C)C(C)C)no2)cc(C)c1Cl |
| 0.0 | CC(=O)N1CCC(C(=O)N2c3ccccc3N=C(c3ccc4c(c3)OCO4)C2C(=O)NCc2ccccc2)CC1 (stereo not drawn) |
| -0.8 | CCCCNCC1C(Oc2ccc(Cl)cc2)C(=O)N1c1ccccc1C (stereo not drawn) |
| -0.5 | O=C(Nc1cccc(-c2ccc3nncn3n2)c1)C(F)(F)F |
| -1.7 | COc1cc(N)c(Cl)cc1C(=O)OCC(=O)c1cccs1 |
| -3.4 | COc1cc(OC)cc(-c2c(-c3cccs3)c3cc(-c4ccc(CN5CCOCC5)cc4)ccc3n2C)c1 |
| 7.1 | CCOCC(=O)Nc1ccc2c(c1)OCCO2 |
| 0.0 | CNS(=O)(=O)c1ccc(CCC(=O)N2CCOCC2)cc1 |
| -2.6 | COc1ccc(S(=O)(=O)N(Cc2ccco2)Cc2cc3ccccc3[nH]c2=O)cc1 |
| 1.7 | COc1cc(NS(=O)(=O)c2ccc(NC(=O)C3CCCO3)cc2)nc(OC)n1 (stereo not drawn) |
| 0.5 | CCOc1ccc(Cn2c3ccc(OC)cc3c3nc4ccccc4nc32)cc1 |
| -1.4 | O=C(N1CCOCC1)C12CCC3CC(CC(C3)C1)C2 |
| -1.2 | O=C(NCCN1CCCCC1)c1ccc(=O)oc1 |
| 5.6 | CC(C)[C@H](NC(=O)c1ccccc1Cl)C(=O)OCC(=O)N1CCCCC1 |
| -2.3 | c1nnc(NC2=NCCC2)s1 |
| 0.1 | O=C(/C=C/c1ccc(F)cc1)NC(Cc1c[nH]c2ccccc12)C(=O)O (stereo not drawn) |
| -1.3 | O=C(Nc1ccccc1N1CCOCC1)c1cc2c(s1)CCCCC2 |
| 0.4 | CC(=O)N1CCc2cc(S(=O)(=O)NCCC(=O)N3CCN(Cc4ccccc4)CC3)ccc21 |
| 1.2 | CSc1cccc(NC(=O)COC(=O)C2(c3ccccc3)CC2)c1 |
| 0.7 | COc1cccc(/C=N/Nc2nc(-c3cccnc3)nc3ccccc23)c1 |
| -1.1 | O=C(NCc1ccco1)Oc1ccccc1 |
| 1.6 | Cn1ncc(Cl)c1C(=O)N1CCN(c2cccc(Cl)c2)CC1 |
| -0.9 | CCn1c(CC(=O)Nc2ccc(F)cc2)nnc1SCC(=O)Nc1nnc(C)s1 |
| 0.3 | CCOc1ccc2[nH]cc(C(=O)NCc3ccc(F)cc3)c(=O)c2c1 |
| -0.3 | Cc1ccc(C(=O)N2CCC(Cc3ccccc3)CC2)cc1[N+](=O)[O-] |
| 0.2 | COc1ccc(CCNCC(O)COc2c(C)cccc2C)cc1OC (stereo not drawn) |
| 1.3 | Cc1cc(C)cc(SCc2noc(C(=O)NCC3CCCO3)c2C(=O)O)c1 (stereo not drawn) |
| 0.1 | COc1cc(NC(=O)Nc2ccc3c(c2)OCO3)cc(OC)c1OC |
| 1.4 | O=C(COC(=O)c1cncc(Br)c1)NCc1ccccc1 |
| 3.9 | CCOc1ccc2c(c1)C(NC(C)=O)C(=O)N2CCN1CCOCC1 (stereo not drawn) |
| -0.3 | C=CCOc1ccccc1/C=N/n1nnnc1N |
| -1.2 | O=C(CSc1ccc2c(c1)OCCO2)Nc1cccc(S(=O)(=O)N2CCCCC2)c1 |
| 1.5 | Cc1cc(OCCCN2CCN(Cc3ccccc3)CC2)ccc1[N+](=O)[O-] |

An excerpt of these results, bar-delimited.
Molecule | TTR transcr act
CC(=O)N1CCc2cc(S(=O)(=O)NCCC(=O)N3CCN(Cc4ccccc4)CC3)ccc21 | 0.4
CSc1cccc(NC(=O)COC(=O)C2(c3ccccc3)CC2)c1 | 1.2
COc1cccc(/C=N/Nc2nc(-c3cccnc3)nc3ccccc23)c1 | 0.7
O=C(NCc1ccco1)Oc1ccccc1 | -1.1
Cn1ncc(Cl)c1C(=O)N1CCN(c2cccc(Cl)c2)CC1 | 1.6
CCn1c(CC(=O)Nc2ccc(F)cc2)nnc1SCC(=O)Nc1nnc(C)s1 | -0.9
CCOc1ccc2[nH]cc(C(=O)NCc3ccc(F)cc3)c(=O)c2c1 | 0.3
Cc1ccc(C(=O)N2CCC(Cc3ccccc3)CC2)cc1[N+](=O)[O-] | -0.3
COc1ccc(CCNCC(O)COc2c(C)cccc2C)cc1OC (stereo not drawn) | 0.2
Cc1cc(C)cc(SCc2noc(C(=O)NCC3CCCO3)c2C(=O)O)c1 (stereo not drawn) | 1.3
COc1cc(NC(=O)Nc2ccc3c(c2)OCO3)cc(OC)c1OC | 0.1
O=C(COC(=O)c1cncc(Br)c1)NCc1ccccc1 | 1.4
CCOc1ccc2c(c1)C(NC(C)=O)C(=O)N2CCN1CCOCC1 (stereo not drawn) | 3.9
C=CCOc1ccccc1/C=N/n1nnnc1N | -0.3
O=C(CSc1ccc2c(c1)OCCO2)Nc1cccc(S(=O)(=O)N2CCCCC2)c1 | -1.2
Cc1cc(OCCCN2CCN(Cc3ccccc3)CC2)ccc1[N+](=O)[O-] | 1.5

Other results follow.
| TTR transcr act | mol |
| --- | --- |
| 1.3 | Cc1noc(C)c1NC(=O)N(C)C[C@@H]1Oc2ncc(C#CC3CC3)cc2C(=O)N([C@@H](C)CO)C[C@@H]1C |
| 2.2 | Cc1cc(C)nc(NC(C)(C)C(=O)O)n1 |
| -2.7 | O=C(Nc1nc(-c2nc3ccccc3s2)cs1)C1CC1 |
| 6.3 | Cc1n(CC(=O)c2ccc(F)cc2)c2ccccc2[n+]1C |
| -0.6 | CS(=O)c1ccccc1-c1nc(-c2ccc([N+](=O)[O-])cc2)no1 (stereo not drawn) |
| 3.9 | COc1ccc(CCNc2cc(C)nc3c(-c4ccccc4)c(C)nn23)cc1OC |
| -0.5 | C[C@@H]1CN([C@H](C)CO)C(=O)CCCn2cc(nn2)CO[C@H]1CN(C)C(=O)NC1CCCCC1 |
| 0.0 | Cc1nc(NCCN2CCOCC2)c2nnn(Cc3ccccc3Cl)c2n1 |
| 0.9 | O=C(c1cccc(Br)c1)N1CCN(C(=O)N2CCOCC2)CC1 |
| -1.7 | C=C(C)CNC(=S)N=Nc1c(O)[nH]c2ccc([N+](=O)[O-])cc12 |
| -1.8 | COCCn1c(SCC(=O)Nc2cc(OC)ccc2OC)nc2c(c1=O)SC(C)C2 (stereo not drawn) |
| -2.2 | O=C(O)CCCNc1ccc(S(=O)(=O)N2CCCCC2)cc1 |
| 0.6 | CC(C)NC(=O)COCc1cc(-c2ccc3c(c2)OCO3)on1 |
| 4.1 | CCC1(c2ccccc2)NC(=O)N(CC(=O)c2ccc3c(c2)OCO3)C1=O (stereo not drawn) |
| 3.1 | C#CCNC(=O)C[C@H]1C(=O)N(CCCOC)C2=CCCC[C@@]21C(=O)OCC |
| 5.1 | COc1ccc(NC(=O)N2CCN(c3cccc(C(F)(F)F)c3)CC2)cc1OC |
| 0.4 | COC(=O)C1=C(C)N(c2ccc(OC)c(OC)c2)C(=O)/C1=C\c1ccco1 |
| 1.8 | CC(C)(C)OC(=O)NCc1cc2c(cc1/C=C/S(=O)(=O)NC1CCCC1)OCO2 |
| -2.3 | Cc1ccc(-c2nn(-c3ccccc3)cc2CO)o1 |
| 4.6 | CC(C)(C)SC(=O)CC1NS(=O)(=O)OCC1NC(=O)OCC(Cl)(Cl)Cl (stereo not drawn) |
| -0.5 | CC[C@]1(C(=O)OC)[C@H]2C(=O)N(C)C(=O)[C@H]2[C@H]2CN=C(SCc3ccccc3)N21 |
| -0.2 | COc1ccccc1CNC(=O)CCNC(=O)Cn1cnc2ccccc2c1=O |
| 2.8 | O=S(=O)(Oc1ccccc1)c1cccnc1 |
| -1.6 | Cc1ccc(NC(=O)c2ccccc2OCc2c(C)noc2C)cc1S(=O)(=O)N(C)C |
| -0.2 | CS(=O)(=O)Nc1ccccc1C(=O)Nc1cccc(Cl)c1 |
| 2.9 | COc1ccc(C2C(C)C3(O)CC(C#N)(C(=O)N3)C2(C#N)C#N)cc1 (stereo not drawn) |
| 4.8 | CC1CN(CCS(=O)(=O)c2cc(Cl)ccc2Cl)CC(C)O1 (stereo not drawn) |
| -1.0 | Cc1ccccc1C(=O)Nc1ccc(S(=O)(=O)N2CC(C)OC(C)C2)cc1 (stereo not drawn) |
| -1.7 | CCOc1ccccc1N1CCN(C(=O)CCCc2nc3ccccc3s2)CC1 |
| -1.1 | COC(=O)[C@]12C[C@H](CC(=O)NCc3ccc(OC)c(OC)c3)C(=O)N(Cc3ccc(Cl)cc3Cl)C1=C[C@H](COCc1ccccc1)O[C@@H]2C |
| -1.7 | Cc1ccc(N2CCN(C3=NC(=O)/C(=C\c4cccs4)S3)CC2)cc1 |
| 1.6 | Cc1cc(C)cc(-c2c(C(=O)c3ccccc3)[nH]c(N)c2C(=O)NCCc2c[nH]c3ccccc23)c1 |
| -4.4 | O=C1C2C3c4ccccc4C(c4ccccc43)[C@@H]2c2nc3ccccc3n21 (stereo partly drawn) |
| -0.6 | O=C(O)c1cc(S(=O)(=O)N2CCCCC2)ccc1N1CCOCC1 |
| -1.8 | O=C(Nc1ccc(NC(=O)c2cccs2)cn1)c1ccccc1 |
| -1.1 | Cc1c(NC(=O)c2c(NC(=O)CNC3CC3)sc3c2CCCC3)c(=O)n(-c2ccccc2)n1C |
| 1.7 | Cc1ccc(-n2ncc3c(=O)[nH]c(SCC(=O)N4CCCCC4)nc32)cc1 |
| -0.6 | Cc1ccnc(NC(=O)/C=C/c2ccccc2Cl)c1 |
| -2.9 | Cc1cccnc1Nc1nc(-c2ccccc2)cs1 |
| -1.5 | CCn1c(-c2ccc(OC)c(OC)c2)n[nH]c1=S |
| 3.9 | COc1ccc(OC)c2nc3c(C(=O)NCCN(C)C)cccc3nc12 |
| 0.5 | COCCOc1ccc(C(F)(F)F)cc1NC(=O)CN1C(=O)NC(C)(c2ccc3c(c2)OCO3)C1=O (stereo not drawn) |
| 4.3 | CC(Oc1ccc(F)cc1)C(=O)Nc1ccccc1C(=O)NC1CC1 (stereo not drawn) |
| 0.1 | COc1ccc(-n2cnnc2SCC(=O)N(C)C2CCS(=O)(=O)C2)cc1 (stereo not drawn) |
| -0.3 | C/C(=N\NC(=O)c1ccc(N(C)C)cc1)c1cccnc1 |
| -1.0 | CCOC(=O)CC1C(=O)NCCN1C(=O)NC1CCCCC1 (stereo not drawn) |
| -2.7 | CCOC(=O)c1ccc(Nc2ncnc3ccccc23)cc1 |
| -0.4 | O=C(Nc1cc([N+](=O)[O-])c2[nH]c(=O)c3ccccc3c2c1)C(F)(F)F |
| 0.3 | COc1ccc(CCNC(=O)c2ccc(-c3cccc([N+](=O)[O-])c3)o2)cc1OC |
| -1.7 | CC(C)c1nnc(NC(=O)CCCCCN2C(=O)C3C4C=CC(C4)C3C2=O)s1 (stereo not drawn) |
| -1.7 | CC(C)(C)NC(=O)NC(=O)CN1CCN(S(=O)(=O)c2ccc3c(c2)CCCC3)CC1 |
| -1.0 | COc1ccc(CNC(=O)c2cncc(Br)c2)cc1 |
| 6.3 | CC(C)C12NC(=O)NC(=O)N1CCS2 (stereo not drawn) |
| -0.4 | CC(C)CC1C(=O)N(Cc2cn(CC3CCCCC3)nn2)CCS(=O)(=O)N1Cc1ccc(-c2ccc(Cl)c(Cl)c2)cc1 (stereo not drawn) |
| 1.5 | Oc1cccc(NC(=S)N=Nc2c(O)[nH]c3ccccc23)c1 |
| -1.8 | CC(=O)Nc1ccc(S(=O)(=O)NCCc2ccccc2)cc1 |
| 0.5 | CC/C(C)=N/Oc1nc(C)cc(C)n1 |
| -3.9 | O=C(Nc1ccc(-c2cn3c(n2)SCC3)cc1)c1ccc2ccccc2n1 |
| 0.5 | CC(C)[C@H](NC(=O)c1ccc(Cl)cc1Cl)C(=O)NNC(=O)c1ccco1 |
